# S1P3 agonist = human S1P3 receptor agonists, primary screen, cell-based, primary and confirmation, NFAT-BLA reporter. Sphingosine 1-phosphate receptor 3 (Homo sapiens), Q99500. S1P3 NFAT-BLA reporter cells, agonism, FRET ratio; relative to 1 µM S1P, basal subtracted. activation, % at 4.5 µM. 60,000 compounds, 0.1% hits;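 active = activation above the screen-wide mean plus 3 SD, cut at about 4.5% in these data, passing the limit was not always enough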; also: some compounds called inactive have numbers as strong as hits
# Target sequence (Q99500 whole entry, looked up): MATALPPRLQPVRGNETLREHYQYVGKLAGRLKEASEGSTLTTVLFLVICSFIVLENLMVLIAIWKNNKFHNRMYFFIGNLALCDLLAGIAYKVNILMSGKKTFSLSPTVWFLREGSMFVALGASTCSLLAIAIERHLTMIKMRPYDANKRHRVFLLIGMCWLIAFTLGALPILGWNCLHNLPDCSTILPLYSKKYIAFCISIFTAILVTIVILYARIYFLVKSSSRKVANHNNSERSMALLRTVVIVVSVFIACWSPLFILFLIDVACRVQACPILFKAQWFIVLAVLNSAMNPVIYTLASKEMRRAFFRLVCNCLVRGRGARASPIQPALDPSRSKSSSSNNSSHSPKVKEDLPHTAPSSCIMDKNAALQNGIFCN
#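 Assay system: CHO cells stably expressing human S1P3, Gα16 and NFAT-β-lactamase reporter. Timing: overnight plating, 4 h compound 37 °C, 2 h substrate RT. Signal: β-lactamase FRET emission ratio 460/535 nm. Measure: percent activation versus median 1 µM S1P response, basal-subtracted, per plate. Repeats: primary screen single test, confirmation screen in triplicate.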
# Jurkat viability = cytotoxicity toward Jurkat T cells, primary screen, cytotoxicity control, cell-based, Jurkat E6.1, 60K MLSMR library; Jurkat E6.1 viability, ATP luminescence, 48 h; inhibition, % at 4 µM; 56,000 compounds, 1.2% hits;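 active = inhibition above the mean inhibition of all tested compounds plus 3 SD, cut at about 28% in these data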
# S1P1 ag-PAM = S1P1 agonists and agonism potentiators, primary screen, cell-based, primary and confirmation screens, CRE-bla reporter; Sphingosine 1-phosphate receptor 1 (Homo sapiens), P21453; S1P1 CRE-bla cells, forskolin, beta-lactamase FRET, potentiator mode; S1P1 agonist co-added at EC20, 2 nM; 100% = saturating reference agonist, 0% = basal; 56,000 compounds, 0.57% hits; activation, % at 9.5 µM;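 active = activation above a cutoff set at the mean activation of all tested compounds plus 3 SD, cut at about 54% in these data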;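 also: forskolin at 4 µM as EC80 and the EC20 agonist is SEW2871; 100% = SEW2871 at its EC100 plus forskolin at EC80; some compounds past the cut are filed as inactive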
# Her2 expr inh = inhibitors of Her2 protein expression, primary screen, SKBR-3 cells, AlphaScreen, 66K library. SKBR-3 HER2 protein level, 18-24 h; active compounds read low. AID 645, 2007. Receptor tyrosine-protein kinase erbB-2 (Homo sapiens), P04626. HER2 level % of control, % at 10 µM. 65,000 compounds, 0.69% hits;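 active = HER2 level under 5% of the carrier-only control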;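 also: 100% = DMSO carrier and 0% = 500 nM PU-H71 HSP90 inhibitor; lower value means stronger loss of Her2 protein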
# HTR1E antagonist = 5-HT1E receptor antagonists, primary screen, cell-based, HTS; 5-hydroxytryptamine receptor 1E (Homo sapiens), P28566; CHO 5-HT1E Ga15 NFAT-bla reporter, FRET, antagonist; inhibition, % at 6 µM; 65,000 compounds, 0.99% hits;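 active = inhibition above a set limit, the mean inhibition across every tested compound plus 3 SD, cut at about 29% in these data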;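 also: signal is the 460 over 535 nm emission ratio of beta-lactamase substrate; 0% = agonist plus DMSO wells and 100% = wells without agonist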
# Target sequence (P28566 whole entry, looked up): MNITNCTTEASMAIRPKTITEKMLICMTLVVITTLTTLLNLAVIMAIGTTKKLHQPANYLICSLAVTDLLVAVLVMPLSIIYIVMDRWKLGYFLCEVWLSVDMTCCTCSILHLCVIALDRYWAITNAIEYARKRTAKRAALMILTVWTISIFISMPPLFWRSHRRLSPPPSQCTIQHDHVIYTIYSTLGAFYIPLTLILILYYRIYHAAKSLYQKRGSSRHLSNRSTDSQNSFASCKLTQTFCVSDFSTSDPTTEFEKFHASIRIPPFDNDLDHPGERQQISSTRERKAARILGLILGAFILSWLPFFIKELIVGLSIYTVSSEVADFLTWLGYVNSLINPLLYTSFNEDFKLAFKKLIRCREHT
# M1 agonist = M1 muscarinic receptor agonists, primary screen, CHO-M1 cells, Fluo-4 calcium, agonist mode. Fluo-4 calcium fluorescence; active compounds read high. AID 626, 2007. 64,000 compounds, 3% hits. Muscarinic acetylcholine receptor M1. B-score at 10 µM;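 active = fluorescence rise, raw or as B-score row- and column-corrected plate score, outside the 99.7% band of its plate's samples, either direction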
# 5HT1E ag = 5-HT1E receptor agonists, primary screen, cell-based, HTS; 5-hydroxytryptamine receptor 1E (Homo sapiens), P28566; CHO 5-HT1E Ga15 NFAT-bla reporter, FRET; 0% DMSO wells, 100% control agonist wells; activation, % at 6 µM; 65,000 compounds, 0.69% hits;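 active = activation above a set limit, the screen-wide mean activation plus 3 SD, cut at about 8.5% in these data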;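 also: 100% = positive control agonist at 1 µM giving full maximal response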
# HEK293 NFkB inh = inhibitors of PMA/ionomycin-induced NF-kB reporter, primary screen, antigen receptor NF-kB inhibitor project, cell-based, HEK-293 luciferase reporter, luminescence; HEK-293 NF-kB luciferase reporter; inhibition, % at 3 µM; 62,000 compounds, 0.21% hits;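 active = inhibition above the mean of all tested compounds plus 3 SD, cut at about 40% in these data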;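 also: 0% = stimulated DMSO wells and 100% = 10 µM reference inhibitor 5653914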
#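 System – HEK-293 cells with stable firefly luciferase reporter driven by four HIV NF-kB elements · Doses – one dose, 3 µM · Schedule – 1 h compound pre-incubation, 16 h PMA/ionomycin at 37 °C · Technique – luminescence from luciferase substrate reagent · Measure – percent inhibition normalized per plate to DMSO and reference-inhibitor controls · Replicates – tested once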
# M1 antag = antagonists of rat M1 muscarinic receptor; CHO-M1 cells, Fluo-4 calcium, ACh EC80 antagonist mode; active compounds read low; B-score at 10 µM; 64,000 compounds, 3.4% hits;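 active = calcium fluorescence response, raw or row-and-column corrected B-score, differing from the plate sample mean either way at a set confidence level, mostly lower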
# Numbers without * were called inactive; x = no result given.
SMILES,S1P3 agonist,Jurkat viability,S1P1 ag-PAM,Her2 expr inh,HTR1E antagonist,M1 agonist,5HT1E ag,HEK293 NFkB inh,M1 antag
CCCOc1ccccc1NC(=O)CC1Nc2ccccc2NC1=O (centres undefined),-0.4,1,-29,126,9,-0.57,-0.1,20,0.54
CC(=O)NC(CCS(C)(=O)=O)C(=O)Nc1ccc(C)c(F)c1 (centres undefined),-1.6,-6,-27,79,-7,0.025,0.0,8,0.19
COc1cc(OC)cc(-c2nnc(Nc3nc4c(F)cccc4s3)o2)c1,-0.3,-9,-1,78,-18,0.1,-0.3,4,0.4
CCCCN(C)C(=O)c1ccc(CS(=O)(=O)c2ccccc2C)o1,0.3,-1,2,92,-4,-1.4,-0.1,9,-0.032
NC(=O)C1CCN(C(=O)CN2C(=O)c3ccccc3S2(=O)=O)CC1,-0.4,0,-13,106,-9,0.014,0.4,13,0.78
Cc1c(OCc2nn[nH]n2)ccc2c(-c3ccccc3)cc(=O)oc12,-0.7,-2,6,104,-7,0.14,1.4,9,-0.73
Cc1ccc(S(=O)(=O)N(C)c2nonc2C)cc1,-0.7,-2,1,113,-6,0.26,-0.6,24,-0.037
Cc1nc2sc(C(c3ccc(Cl)cc3)N3CCOCC3)c(O)n2n1 (centres undefined),-0.4,1,0,118,3,0.79,-0.2,10,-0.32
CC1(C)C(c2ccccn2)=[N+]([O-])C(C)(C)N1O,-0.6,-3,-10,77,-8,-0.063,-0.3,11,-0.34
COc1ccc(C2C=C(c3ccc(C)c(C)c3)Nc3ncnn32)c(OC)c1OC (centres undefined),-0.7,27,15,72,12,-0.94,0.5,-4,1.7
COc1nc(Nc2cccc(C)c2)nc(N2CCCCC2)n1,0.0,0,-31,102,1,0.89,1.3,12,0.2
CCOc1ccc(Nc2cc(C)nc(-n3nc(C)cc3C)n2)cc1,0.0,99*,-44,40,80*,0.0096,0.6,19,-0.19
CC(=O)N1C(C(=O)O)CSC1c1cccc(C)c1 (centres undefined),x,x,x,88,9,-0.2,-0.3,6,-0.66
CSCCC(N=Cc1c(O)n(-c2ccc(F)cc2)c(=O)[nH]c1=O)C(=O)O (centres undefined),-0.5,-2,-4,152,0,0.063,2.0,-3,0.06
CCOC(=O)Cc1cc(=O)n2[nH]c(C)c(-c3ccccc3)c2n1,0.8,-4,-5,103,0,-0.15,-0.8,19,-0.033
Cc1ccc2oc(=O)c3cnn(CC(=O)NCCN(C)C)c3c2c1,-1.2,-15,0,36,-11,-0.5,0.7,7,0.24
O=C(CCNS(=O)(=O)c1cccc2nsnc12)NCc1cccs1,x,x,x,72,-4,0.19,-0.7,13,-0.73
CCOCCNC(=O)c1ccccc1C(=O)NCCOCC,-0.4,-7,-18,98,3,0.33,0.2,14,0.04
COCc1[nH]nc2c1C1(CCSCC1)C(C#N)=C(N)O2,20,0,-22,123,-19,-0.1,-1.4,14,0.05
COc1ccc(S(=O)(=O)Nc2nnc(C(C)(C)C)s2)cc1,-0.2,1,-11,108,-8,-0.018,-0.5,10,-0.18
CC1CCCN(CCCNC(=O)c2coc3nc4ccccc4nc23)C1 (centres undefined),-0.4,12,-26,101,-4,-0.55,0.7,-18,-1.8*
O=C(COc1cc(=O)n2c(n1)SCCC2)c1ccccc1,1.4,-1,-8,100,-9,1.1,-0.2,-3,0.13
CC(C)c1nc(SCC(=O)Nc2ccc3c(c2)OCCO3)c2c(=O)n(C)c(=O)n(C)c2n1,-0.3,-16,-24,68,5,0.14,0.1,16,-0.051
CCCN1Cc2cccc(C(=O)NCc3ccccc3)c2C1=O,-0.7,12,11,117,22,0.94,-0.4,16,-0.38
N#Cc1c[nH]n2c(=O)cc(Cc3ccccc3)nc12,-0.5,-2,x,118,4,0,0.0,6,0.65
Cc1cccc(CS(=O)(=O)Cc2ccc(C(=O)NCc3cccnc3)o2)c1,-0.5,8,2,98,-7,-0.008,-0.8,12,-18*
Cc1ccc2oc(=O)c3cnn(CC(=O)N4CCCCC4C)c3c2c1 (centres undefined),1.0,-5,18,96,-1,1.8,0.8,5,-0.1
Cc1csc2nc(CNC(=O)c3cccc(C(F)(F)F)c3)cn12,-0.9,3,-13,67,12,0.85,-1.0,22,0.034
CCOC(=O)N1CCN(C(=O)c2cn(C)c3ccc(S(=O)(=O)N4CCCC4)cc3c2=O)CC1,-0.3,-5,-7,89,-3,x,-0.9,15,x
O=C(Nc1cnccn1)c1cccs1,0.5,-1,-13,65,-8,-0.36,-1.0,13,0.15
COc1cc(-c2noc(CCCC(=O)NCc3ccco3)n2)cc(OC)c1OC,0.3,2,-19,103,-6,-0.57,0.0,20,-0.061
Cc1nc2ccccc2n1CC(O)Cn1c(C(F)(F)F)nc2ccccc21 (centres undefined),-0.8,8,-1,89,-5,0.42,0.3,14,-0.071
CCCc1ccc(OCCNC(C)=O)cc1,1.4,-7,5,99,2,0.66,0.1,8,-0.6
O=c1c2cnn(-c3ccccc3)c2ncn1Cc1cccc(Cl)c1,-0.8,8,-5,100,2,-1.5,-0.4,25,1.1
O=c1c2ccccc2nnn1CSc1nnc(-c2cccnc2)n1-c1ccccc1F,x,x,x,238,-2,0.22,0.6,13,0.22
Nc1cc(=O)nc(SCc2ccccc2)n1Cc1ccco1,0.1,-8,-9,77,-15,-1.2,-0.5,-15,-0.52
CCOCCCNC(=O)c1cn(C)c2ccc(S(=O)(=O)N(C)C3CCCCC3)cc2c1=O,0.0,1,7,79,10,0.079,1.0,12,0.15
CC(C)C(=O)Nc1c(C(=O)c2ccc(F)cc2)oc2ccccc12,-0.2,3,-25,x,4,0.99,0.7,0,0.61
CCOc1cc(CNc2ncnc3nc[nH]c23)ccc1OC,-1.5,6,6,88,0,0.94,-0.1,14,1.2
CC1CCCCN1C(=O)CSc1nnc(-c2cccnc2)n1C1CCCCC1 (centres undefined),-1.6,-3,-12,89,-10,x,-0.3,16,x
COc1cc(-c2nc(-c3ccc(-c4ccccc4)nc3OC)no2)cc(OC)c1OC,-0.7,-1,-16,103,-5,-0.066,-1.5,17,0.0064
COC(=O)c1ccc(CSc2nc(N)cc(N)n2)cc1,-1.4,-2,-18,75,-3,-0.0045,-0.3,10,0.43
Cc1ccc(Cn2c(SCC(=O)Nc3cccc(C)n3)nc3c2c(=O)n(C)c(=O)n3C)cc1,-1.1,6,-15,55,1,-0.21,-0.4,22,0.33
CC(NC(=O)c1ccc(CS(=O)(=O)Cc2ccccc2F)o1)c1ccc2c(c1)OCCO2 (centres undefined),x,x,x,87,-12,-0.022,0.4,8,0.22
CN(C)S(=O)(=O)c1ccc(S(=O)(=O)Nc2ccc3c(c2)oc2ccccc23)cc1,-1.4,-2,27,91,-3,-1.4,0.3,2,0.41
CCN(c1ccccc1)S(=O)(=O)c1ccc(C(=O)Nc2nnc(COC)o2)cc1,-0.6,0,-1,77,-8,-0.27,-0.9,3,-1.4
NC(=O)C[C@@H]1N[C@]2(C(=O)Nc3ccccc32)[C@@H]2C(=O)N(C3CCCCC3)C(=O)[C@H]12,-1.0,-3,-20,81,-5,-0.75,0.6,16,0.048
Cc1ccc(CCN2CC(C(=O)NCCCN3CCN(C)CC3)CC2=O)cc1 (centres undefined),-2.4,4,0,97,-1,-0.011,-0.6,12,0.43
CCN=C1SC(C(=O)NCCc2ccccc2)CC(=O)N1CC (centres undefined),-0.5,2,-25,102,-3,4.8*,1.4,9,-1.2
CCOC(=O)c1ccc(NC(=O)CN2CCN(CCN=CC3=C(O)CC(C)(C)CC3=O)CC2)cc1,-1.0,-3,-4,106,-6,x,0.2,15,x
Cc1ccc(Cl)cc1NC(=O)Cn1cccc1,-0.7,3,3,85,-1,-0.015,-1.8,5,0.12
COc1ccc(/C(O)=C2\C(=O)C(=O)N(CCN(C)C)C2c2cccc(OC)c2OC)cc1 (centres undefined),-2.8,x,-6,59,-5,-0.35,0.0,x,-0.055
CN(C)CCN1C(=O)c2oc3ccccc3c(=O)c2C1c1ccc(F)cc1 (centres undefined),0.1,4,-11,77,-4,0.011,-0.1,13,-0.1
Cc1nc2cccc(C(=O)NCc3ccccc3)c2o1,-1.5,12,17,86,7,-0.034,-0.3,7,-0.19
COCCCNC(CC(=O)Nc1ccc(N(C)C)cc1)C(=O)O (centres undefined),-0.4,-4,-10,98,-6,-0.92,-0.7,1,0.23
O=S(=O)(c1ccccc1)c1nc(-c2ccco2)oc1N1CCOCC1,0.5,1,12,108,-3,-0.75,0.3,12,0.5
COc1cc(C(=O)N2CCN(Cc3ccccc3C(F)(F)F)CC2)cc(OC)c1OC,0.7,-5,-7,96,-1,-0.46,-0.4,12,1.2
Cc1csc(SCc2c(C(=O)O)oc3ccccc23)n1,0.9,-4,-4,85,0,1.2,-0.1,15,0.85
O=C(Cc1cccs1)Nc1nnc(SCC(=O)N2CCCCC2)s1,0.6,-1,-4,103,-2,-0.2,-0.5,0,-0.97
O=C(Nc1ccon1)c1ccc(Br)o1,-0.1,-5,-24,115,3,0.14,-0.3,8,-0.11

# By substructure: those above with a cyano group.
SMILES,S1P3 agonist,Jurkat viability,S1P1 ag-PAM,Her2 expr inh,HTR1E antagonist,M1 agonist,5HT1E ag,HEK293 NFkB inh,M1 antag
COCc1[nH]nc2c1C1(CCSCC1)C(C#N)=C(N)O2,20,0,-22,123,-19,-0.1,-1.4,14,0.05
N#Cc1c[nH]n2c(=O)cc(Cc3ccccc3)nc12,-0.5,-2,x,118,4,0,0.0,6,0.65

# Further records.
SMILES,S1P3 agonist,Jurkat viability,S1P1 ag-PAM,Her2 expr inh,HTR1E antagonist,M1 agonist,5HT1E ag,HEK293 NFkB inh,M1 antag
Cc1ccc(C)c(N2CCN(C(=O)C3CCN(S(=O)(=O)c4c(C)noc4C)CC3)CC2)c1,x,x,x,90,0,1.7,-0.5,25,-0.63
Cc1cccc(CN2CCN(C(=O)c3ccccc3F)CC2)c1,-1.3,6,-3,133,8,-0.0008,0.5,16,0.29
O=C1OCCC1Sc1nnc(-c2ccc(Br)cc2)o1 (centres undefined),x,x,x,114,-1,0.49,-0.9,7,1.1
Cn1c(SCC(=O)NCC2CCCO2)nc2c([nH]c3ccccc32)c1=O (centres undefined),x,x,x,144,-4,0.21,2.0,14,-2
COc1ccccc1N1CCN(C(=O)c2ccc(N3CCCC3=O)cc2)CC1,x,x,x,77,-5,0.022,1.1,8,0.8

# Compound activity (PubChem BioAssay)
